From PubChem
Rtt109 HAT inh – C. albicans Rtt109 histone acetyltransferase inhibition | Q5AAJ8 | inhibition, % at 34.9 µM | purified Rtt109/Vps75, ThioGlo CoA-SH fluorescence, 4 h | hit rate 0.16% among 330,000;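 active = inhibition of at least 50% in every replicate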
Target sequence (Q5AAJ8 whole entry, looked up): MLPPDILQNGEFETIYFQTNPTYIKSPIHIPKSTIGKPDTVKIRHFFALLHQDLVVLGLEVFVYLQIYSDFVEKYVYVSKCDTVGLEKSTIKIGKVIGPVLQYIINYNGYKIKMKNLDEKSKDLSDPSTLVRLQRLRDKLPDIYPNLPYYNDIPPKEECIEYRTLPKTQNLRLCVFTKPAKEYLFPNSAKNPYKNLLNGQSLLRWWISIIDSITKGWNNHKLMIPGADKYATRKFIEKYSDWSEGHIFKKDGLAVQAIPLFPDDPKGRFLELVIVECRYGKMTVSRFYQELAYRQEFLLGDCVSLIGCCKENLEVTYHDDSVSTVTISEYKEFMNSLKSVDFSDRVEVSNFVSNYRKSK
Cardiac RTF inh – cardiac RTF calcium desensitization | P19429+P45379 | IANBD-labeled cardiac RTF, Ca2+ fluorescence | inhibition, % at 7.15 µM | hit rate 0.12% among 340,000;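 active = inhibition above the mean inhibition of all tested compounds plus 3 SD, cut at about 17% in these data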;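 note: assay run at fixed EC70 calcium of 1.6 mM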
DAGLB inhibitor – blocks human DAGLB lipase activity; HEK293T DAGLB membrane lysate, EnzChek fluorogenic substrate; hit rate 0.059% among 340,000; inhibition, % at 5.17 µM; Q8NCG7; in the data active = inhibition above about 34%;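 note: 0% = enzyme with vehicle and 100% = wells lacking enzyme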
SR-BI uptake up – activators of SR-BI mediated HDL lipid uptake | CHO ldlA[mSR-BI] cells, DiI-HDL uptake fluorescence, 3 h; 100 = double the neutral-control signal | activation, % at 12.5 µM | hit rate 0.096% among 320,000 | AID 504775;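 active = mean replicate activation of at least 60% and every replicate at or above 60%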;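 note: 0% = median plate neutral-control signal and 100% = twice that signal; values of inactives mirror those of a sister screen read the other way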
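Material: SR-BI-overexpressing, LDLR-lacking CHO cells; schedule: compound exposure 3 h, 37 °C; reagent: DiI-labelled HDL at 10 µg/mL final; technique: bottom-read fluorescence, 550/595 nm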
RTF Ca sens act – cardiac RTF calcium sensitization. activation, % at 7.2 µM. hit rate 0.24% among 340,000. P19429+P45379. IANBD-labeled TnC RTF fluorescence at EC20 calcium; 0% EC20 calcium, 100% full calcium;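 active = activation above the mean over all tested compounds plus 3 SD, cut at about 30% in these data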;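 note: rise in fluorescence read as greater calcium sensitivity of cardiac thin filaments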
CAL PDZ FP-1 – inhibitors of human CAL PDZ peptide binding. Q9HD26. AID 504414. purified CAL PDZ, TMR-peptide fluorescence polarization, 1 h. inhibition, % at 20 µM. hit rate 0.02% among 330,000;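 active = highest replicate inhibition of at least 40%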;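 note: plate controls were DMSO neutral control wells for no effect and unlabeled competitor peptide control wells for full effect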
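Test system: tagged CAL PDZ domain / Buffer or medium: sodium phosphate/NaCl buffer pH 7.4 with TCEP, IgG, Thesit / Reagent: TMR-labelled reporter peptide T*-PRC34 bound in PDZ groove / Compound dosing: single point, 20 µM / Schedule: 1 h incubation at room temperature before polarization reading / Technique: fluorescence polarization (mP) / Benchmarks: unlabelled peptide, DMSO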
PKA-R2B act – activators of human PKA-R2B complex; P22694+P31323; activation, % at 11.4 µM; hit rate 0.079% among 340,000; PKA-R2B holoenzyme dissociation, Cy5-IP20 fluorescence polarization; R2B truncated from residue 108, S112A mutant; 0% DMSO only, 100% 113 µM cGMP;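 active = activation above a cutoff set at the mean over all compounds plus 3 SD, cut at about 18% in these data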;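 note: higher means more holoenzyme dissociation and a rise in polarization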
Target sequence (P31323 whole entry, looked up, other chains not shown, the tested form may be a part): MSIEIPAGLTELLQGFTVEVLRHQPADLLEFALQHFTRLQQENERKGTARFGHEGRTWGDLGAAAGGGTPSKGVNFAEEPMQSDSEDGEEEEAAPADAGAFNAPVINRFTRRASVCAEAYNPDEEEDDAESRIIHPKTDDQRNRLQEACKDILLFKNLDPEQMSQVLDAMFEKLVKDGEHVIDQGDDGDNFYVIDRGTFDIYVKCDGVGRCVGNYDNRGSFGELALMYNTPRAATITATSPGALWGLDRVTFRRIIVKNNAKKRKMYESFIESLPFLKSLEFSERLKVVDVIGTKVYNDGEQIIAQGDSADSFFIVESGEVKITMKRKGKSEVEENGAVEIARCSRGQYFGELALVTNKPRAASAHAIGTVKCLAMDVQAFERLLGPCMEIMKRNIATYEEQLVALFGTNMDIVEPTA
Keap1-Nrf2 PPI – Keap1-Nrf2 (human) interaction inhibition | Q14145 | Keap1 Kelch-Nrf2 peptide fluorescence polarization, 1536-well | inhibition, % at 9.4 µM | hit rate 0.15% among 340,000; in the data active = inhibition above about 12%;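 note: human Keap1 Kelch domain with fluorescein labeled Nrf2 9mer peptide probe; 0% = neutral control wells and 100% = peptide positive control; higher means more block of Keap1 binding to Nrf2 peptide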
LANA DNA inh – KSHV C-LANA DNA binding inhibition | inhibition, % at 9 µM | MBP-C-LANA/FAM-LBS DNA binding, fluorescence polarization | hit rate 0.078% among 340,000;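 active = highest replicate inhibition at or above 60% at 9 µM, even if other replicates fall short; inactive = all replicates below 60% inhibition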;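 note: 0% = neutral control wells and 100% = 4 µM acridine orange control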
CAL PDZ FP-2 – CAL PDZ (human) peptide binding inhibition | Q9HD26 | purified CAL PDZ, TMR-peptide fluorescence polarization, 1 h | inhibition, % at 24.9 µM | hit rate 0.92% among 300,000 | AID 602252;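 active = mean inhibition of at least 30% with at least half of replicates also reaching 30%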;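 note: 0% = DMSO neutral control and 100% = excess unlabeled competitor peptide PRC23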
* hit, by the source's call; / = not tested or not shown. No enrichment for hits; 1.6% or so of the library scored in one or more.

structure	Rtt109 HAT inh	Cardiac RTF inh	DAGLB inhibitor	SR-BI uptake up	RTF Ca sens act	CAL PDZ FP-1	PKA-R2B act	Keap1-Nrf2 PPI	LANA DNA inh	CAL PDZ FP-2
CSC1=C(C#N)C(C)C2=C(CC(C)(C)CC2=O)N1 (centres undefined)	1	-6	-3	23	-6	/	-6	2	3.1	0
COc1ccc(COC(=O)N/N=C/c2cccs2)cc1	0	-6	-2	-8	-2	-1.3	-3	4	-1.0	-2
S=C(NCC1CCCO1)Nc1ccc(Nc2ccccc2)cc1 (centres undefined)	4	0	3	-30	5	/	-11	-5	1.6	0
CC(=O)Nc1nc2c(s1)CCc1ccccc1-2	-5	-2	0	-7	5	-0.1	1	-1	1.8	-6
O=C1NC(=S)N/C1=C/C=C/c1ccccc1	-5	-7	2	11	1	-3.0	-1	-4	-1.1	-2
CCN(CC)S(=O)(=O)c1ccc(N2CCOCC2)c(NC(=O)CC23CC4CC(CC(Br)(C4)C2)C3)c1	-1	-1	-1	12	7	-0.6	-1	2	0.1	-1
C#CCNC(=O)C1=C[C@H](c2csc3ccccc23)[C@@H](CCCO)[C@H](OCC)O1	-4	-11	-1	-18	-4	0.4	-3	-1	-0.3	-1
CN(CCCC(=O)Nc1ccccc1F)S(=O)(=O)c1ccc(F)cc1	-5	1	-1	-6	9	0.6	-4	-2	1.1	/

More records:
structure	Rtt109 HAT inh	Cardiac RTF inh	DAGLB inhibitor	SR-BI uptake up	RTF Ca sens act	CAL PDZ FP-1	PKA-R2B act	Keap1-Nrf2 PPI	LANA DNA inh	CAL PDZ FP-2
COc1cc2cc(C(=O)O)n(C)c2c(OC)c1OC	-6	3	1	26	0	-2.2	-5	-4	0.2	-2
COc1ccc(CNCCC(c2ccc(OC(C)C)cc2)C(C)C)cc1OC (centres undefined)	1	-12	1	-4	2	-0.9	0	-1	-0.2	/
Cc1ccc(NC(=O)Cc2nnc(SCC(=O)Nc3ccccc3)n2C)cc1	-7	-7	2	5	2	-0.8	-11	-2	0.4	5
COc1cccc2cc(CC(=O)c3cc(C)ccc3C)c(=O)oc12	5	1	-7	-1	1	-1.8	8	2	0.7	-4
Cc1nc2sccc2c(=O)n1N	-3	-4	-1	11	-2	-1.0	-12	2	-0.3	-4
COc1ccc(C)cc1NC(=O)C1CCN(C(=O)c2ccc(C(C)(C)C)cc2)CC1	-3	0	1	-52	-3	-1.1	-6	0	0.3	-2
O=C(CCN1CCN(c2ccccc2)CC1)NNC(=S)Nc1ccccc1Cl	-4	-8	-3	3	2	-0.7	-2	1	1.4	41*
CC(=O)Nc1ccc(C(=O)Cn2c3[n+](c4c(F)c(F)ccc42)CCCCC3)cc1	5	-12	-5	-1	2	0.3	-9	-3	-0.2	5

(next part)
structure	Rtt109 HAT inh	Cardiac RTF inh	DAGLB inhibitor	SR-BI uptake up	RTF Ca sens act	CAL PDZ FP-1	PKA-R2B act	Keap1-Nrf2 PPI	LANA DNA inh	CAL PDZ FP-2
O=C(NCC(=O)N1CCCC1)c1ccccc1F	-7	0	-2	27	-1	-2.5	8	-2	-1.2	-6
O=C(c1cc(-c2ccccc2Cl)on1)N1CCN(C(=O)c2ccco2)CC1	1	2	1	/	-2	-2.6	0	-6	0.6	-2
CC1=NCCN1S(=O)(=O)c1cc([N+](=O)[O-])ccc1Cl	-6	-3	0	1	7	-0.5	-6	-4	-0.4	-2
C=CCn1c(SCC(C)=O)nc2sc3c(c2c1=O)CCC3	2	6	-1	-8	0	-3.2	10	-1	-1.3	-5
CCc1c(C)nc2c(OC)cccc2c1SCCC(=O)O	-3	17	-1	6	2	-1.8	7	1	-0.3	6
O=C(O)CCCCCn1c(SCc2cc(=O)n3cc(Cl)ccc3n2)nc2ccsc2c1=O	-5	-2	0	12	-1	-0.9	-6	2	3.4	-6
CC1Cc2cc(S(=O)(=O)N3CCC(C(=O)N(C)Cc4ccccc4)CC3)ccc2N1C(=O)C1CC1 (centres undefined)	30	-2	-2	-19	-3	-1.1	2	1	1.8	/
COc1ccc2c(=O)c3c(=O)n(CCc4ccccc4)c(C)nc3oc2c1	-4	/	/	-8	/	-3.8	/	2	1.0	-6
c1ccc(-c2nc(NC3CC3)nc(-n3ccnc3)n2)cc1	11	-7	-4	-52	4	-0.1	-3	3	0.0	-1
Cc1ccc([N+](=O)[O-])cc1N(CC(=O)NCC1CCCO1)S(C)(=O)=O (centres undefined)	-1	9	1	-2	4	-1.0	-1	1	-1.6	/

Ordered by number of heavy atoms (lowest first): part of the list above
structure	Rtt109 HAT inh	Cardiac RTF inh	DAGLB inhibitor	SR-BI uptake up	RTF Ca sens act	CAL PDZ FP-1	PKA-R2B act	Keap1-Nrf2 PPI	LANA DNA inh	CAL PDZ FP-2
Cc1nc2sccc2c(=O)n1N	-3	-4	-1	11	-2	-1.0	-12	2	-0.3	-4
O=C(NCC(=O)N1CCCC1)c1ccccc1F	-7	0	-2	27	-1	-2.5	8	-2	-1.2	-6
CC1=NCCN1S(=O)(=O)c1cc([N+](=O)[O-])ccc1Cl	-6	-3	0	1	7	-0.5	-6	-4	-0.4	-2
C=CCn1c(SCC(C)=O)nc2sc3c(c2c1=O)CCC3	2	6	-1	-8	0	-3.2	10	-1	-1.3	-5
Cc1ccc([N+](=O)[O-])cc1N(CC(=O)NCC1CCCO1)S(C)(=O)=O (centres undefined)	-1	9	1	-2	4	-1.0	-1	1	-1.6	/
O=C(c1cc(-c2ccccc2Cl)on1)N1CCN(C(=O)c2ccco2)CC1	1	2	1	/	-2	-2.6	0	-6	0.6	-2
O=C(CCN1CCN(c2ccccc2)CC1)NNC(=S)Nc1ccccc1Cl	-4	-8	-3	3	2	-0.7	-2	1	1.4	41*
CC(=O)Nc1ccc(C(=O)Cn2c3[n+](c4c(F)c(F)ccc42)CCCCC3)cc1	5	-12	-5	-1	2	0.3	-9	-3	-0.2	5
COc1ccc(C)cc1NC(=O)C1CCN(C(=O)c2ccc(C(C)(C)C)cc2)CC1	-3	0	1	-52	-3	-1.1	-6	0	0.3	-2
O=C(O)CCCCCn1c(SCc2cc(=O)n3cc(Cl)ccc3n2)nc2ccsc2c1=O	-5	-2	0	12	-1	-0.9	-6	2	3.4	-6
CC1Cc2cc(S(=O)(=O)N3CCC(C(=O)N(C)Cc4ccccc4)CC3)ccc2N1C(=O)C1CC1 (centres undefined)	30	-2	-2	-19	-3	-1.1	2	1	1.8	/
